UBC13 polyUb – UBC13 polyubiquitin chain formation inhibitors, primary screen, biochemical, TR-FRET, uHTS; Ubiquitin-conjugating enzyme E2 N (Homo sapiens), P61088; inhibition, % at 20 µM; actives 0.47% (n = 330,000); AID 485273, 2010; in the data active means inhibition above about 45%, passing the limit was not always enough
Gli-Sufu block – Gli-Sufu pathway antagonists, primary screen, luciferase luminescence, Sufu-KO-LIGHT cells, uHTS; inhibition, % at 5 µM; Sufu-KO-LIGHT fibroblasts, Gli luciferase reporter luminescence; actives 0.74% (n = 340,000);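 active means inhibition above about 55%, limit read from the data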;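 further: 0% = DMSO-treated cells and 100% = wells with medium but no cells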
SENP8 block – SENP8 protease inhibitors, primary screen, biochemical, luminescence; purified SENP8, Z-RLRGG-aminoluciferin cleavage; inhibition, % at 10 µM; actives 1.2% (n = 330,000); AID 2540, 2010
Apaf1 inhib – inhibitors of human Apaf-1 apoptosome, primary screen, biochemical, DEVD-Rh110 fluorescence, uHTS | Apoptotic protease-activating factor 1 (Homo sapiens), O14727 | reconstituted apoptosome caspase-3 activity | inhibition, % at 20 µM | actives 0.71% (n = 330,000) | AID 489030, 2010; active means inhibition of at least 40% at 20 µM;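 further: plate controls were DMSO wells for no effect and DEVD-CHO caspase inhibitor wells for full effect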
Target sequence (O14727 whole entry, looked up): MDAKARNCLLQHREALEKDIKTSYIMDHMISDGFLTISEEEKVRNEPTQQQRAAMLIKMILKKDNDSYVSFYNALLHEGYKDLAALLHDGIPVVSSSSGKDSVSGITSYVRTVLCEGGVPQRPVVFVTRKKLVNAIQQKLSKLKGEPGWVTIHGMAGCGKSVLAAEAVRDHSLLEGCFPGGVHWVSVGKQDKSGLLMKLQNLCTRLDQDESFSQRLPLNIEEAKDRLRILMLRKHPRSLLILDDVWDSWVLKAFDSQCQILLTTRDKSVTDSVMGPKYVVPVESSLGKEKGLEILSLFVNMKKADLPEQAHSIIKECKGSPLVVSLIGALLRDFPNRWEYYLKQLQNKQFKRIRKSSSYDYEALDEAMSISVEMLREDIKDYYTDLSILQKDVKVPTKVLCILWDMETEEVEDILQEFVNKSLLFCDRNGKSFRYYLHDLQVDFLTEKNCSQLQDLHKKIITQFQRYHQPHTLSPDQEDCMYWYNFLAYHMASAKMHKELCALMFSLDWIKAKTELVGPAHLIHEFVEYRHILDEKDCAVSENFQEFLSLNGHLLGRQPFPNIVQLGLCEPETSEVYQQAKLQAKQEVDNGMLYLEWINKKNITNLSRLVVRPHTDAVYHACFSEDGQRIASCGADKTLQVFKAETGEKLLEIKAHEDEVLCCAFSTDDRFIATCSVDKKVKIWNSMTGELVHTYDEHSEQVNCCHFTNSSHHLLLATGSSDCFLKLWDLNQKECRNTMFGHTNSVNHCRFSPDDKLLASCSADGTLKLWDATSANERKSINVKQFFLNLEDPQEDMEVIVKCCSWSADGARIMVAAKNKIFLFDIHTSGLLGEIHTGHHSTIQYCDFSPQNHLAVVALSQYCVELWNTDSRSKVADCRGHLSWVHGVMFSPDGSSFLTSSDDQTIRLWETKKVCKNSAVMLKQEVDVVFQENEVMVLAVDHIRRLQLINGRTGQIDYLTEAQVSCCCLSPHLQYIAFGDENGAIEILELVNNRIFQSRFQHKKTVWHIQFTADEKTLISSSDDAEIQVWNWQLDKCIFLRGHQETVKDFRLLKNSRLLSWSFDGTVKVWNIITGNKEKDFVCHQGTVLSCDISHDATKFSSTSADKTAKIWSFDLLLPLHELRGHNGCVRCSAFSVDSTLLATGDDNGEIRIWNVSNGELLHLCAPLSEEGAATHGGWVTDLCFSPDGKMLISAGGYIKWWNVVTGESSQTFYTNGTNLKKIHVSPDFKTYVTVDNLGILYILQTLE
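Assay system: Apoptosome proteins | Medium: pH 7.5 Hepes buffer with CHAPS, BSA, DTT | Also added: Cytochrome c and DEVD-Rh110 substrate | Times: 30 min plus 50 min, RT | Detection: Rhodamine 110 fluorescence at Ex 480/Em 540 nm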
CCR6 antag – CCR6 receptor antagonists, primary screen, cell-based, CHO-K1, luminescence, beta-arrestin, uHTS; C-C chemokine receptor type 6 (Homo sapiens), P51684; CHO-K1 CCR6 PathHunter beta-arrestin, CCL20-stimulated; inhibition, % at 20 µM; actives 0.49% (n = 340,000); AID 493098, 2011;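 active means compounds whose inhibition of the agonist-driven luminescence signal at 20 µM reaches about 50%, limit read from the data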;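 further: cells stimulated with CCL20 at 14 nM final; plate controls were DMSO with CCL20 for no effect and DMSO without agonist for full effect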
697 NFkB inh – inhibitors of PMA/ionomycin-induced NF-kB reporter, 697 cells, primary screen, B-cell NF-kB inhibitor project, cell-based, luminescence, uHTS; 697 B-cell NF-kB luciferase reporter, 16 h; inhibition, % at 4 µM; actives 0.33% (n = 330,000); AID 435022, 2010; in the data active means inhibition above about 35%
Jurkat NFkB inh – inhibitors of induced NF-kB luciferase reporter, primary screen, TCR NF-kB activation inhibitor project, cell-based, luminescence, uHTS; Jurkat, PMA/ionomycin-induced NF-kB luciferase reporter; AID 435003, 2010; inhibition, % at 4 µM; actives 0.53% (n = 330,000)
EBI2 antag – EBI2 receptor antagonists, beta-arrestin recruitment, primary screen, cell-based, luminescence, 7a,25-OHC stimulation, uHTS; 7a,25-OHC stimulated; inhibition, % at 5 µM; actives 0.81% (n = 360,000); in the data active means inhibition above about 38%;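 further: enzyme fragment complementation signal reports receptor beta-arrestin coupling in cells; 0% = agonist plus DMSO wells and 100% = wells without agonist; some results beyond the cut were filed as inactive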
Numbers without * were called inactive. Unless noted, no stated cut-off is given here; in the data, active means inhibition above about 50%; inactive means the rest. Not all compounds are listed; the hit share may differ from the screen's.

SMILES	UBC13 polyUb	Gli-Sufu block	SENP8 block	Apaf1 inhib	CCR6 antag	697 NFkB inh	Jurkat NFkB inh	EBI2 antag
CN(Cc1ccccc1)c1nc2c(c(=O)[nH]c(=O)n2C)n1CCCSc1ncccn1	3.4	14.9	-1.7	5.3	4.9	-6.4	3.8	-12.7
c1cncc(-c2nc(NCc3ccc4c(c3)OCO4)c3ccccc3n2)c1	4.4	-12.9	-9.7	8.6	10.4	-14.1	-7.5	2.3
O=C1c2ccccc2C(Nc2ccc(-c3nc4ccccc4[nH]3)cc2)N1Cc1ccco1 (stereo not given)	-5.9	13.4	-8.1	18.8	2.7	-70.7	-36.5	11.1
COc1ccc(CCNC(=O)C2CC(=O)N(C3CCCCCCC3)C2)cc1OC (stereo not given)	16.9	6.7	2.0	-18.0	-1.6	21.6	7.1	-0.7
COCCn1c(SCc2nc(N)nc(Nc3ccccc3C)n2)nc2ccccc2c1=O	0.5	2.3	-0.8	-8.3	-4.7	13.1	-1.5	6.5
CCN(CC)C(=O)CSc1nnc(-c2cccs2)n1Cc1ccco1	9.4	-0.1	2.1	-5.9	7.5	5.0	9.8	-9.0
COc1c(C)cc(C(=O)C2CCCN(C(=O)c3ccc4cc[nH]c4c3)C2)cc1C (stereo not given)	10.7	-1.7	4.3	-8.9	8.4	12.0	3.5	-4.8
Cc1ccnc(N/N=C/c2ccco2)n1	-10.2	-30.8	-2.6	-6.7	1.8	-38.2	-15.3	-12.9
CCOC(=O)c1c(-c2ccccc2)oc2ccc(OCC)cc12	36.3	7.8	9.3	9.7	1.9	14.3	-9.2	-11.9
O=C(C[n+]1cccc(CNC(=O)c2ccc(OC(F)F)cc2)c1)Nc1cc(C(F)(F)F)ccc1Cl	7.3	-5.7	-12.8	-1.6	8.2	1.5	2.1	-9.0
Cc1ccc(OCCSc2nc(NC(C)C)nc(NC(C)C)n2)cc1	1.9	9.6	-2.2	0.6	-2.4	-21.1	-1.6	2.6
CCCCC(=O)OCc1cn(-c2ccc(Cl)cc2)nn1	-11.0	-3.9	-3.0	2.5	-5.2	11.8	-0.5	-1.1
O=C1Nc2cc(C(=O)N3CCN(Cc4ccccc4)CC3)ccc2SC1N1CCOCC1 (stereo not given)	-2.1	-6.4	-4.9	13.8	-5.5	-12.8	-13.2	-3.5
O=C1C2C(c3cccc(/C=C/c4ccccc4)c3)CC=CC2C(c2ccc3ccccc3c2)N1Cc1ccccc1 (stereo not given)	2.1	17.2	-0.4	14.7	8.5	-47.8	9.0	9.5
Cc1ccc(S(=O)(=O)N2CCOCC2)cc1C(=O)NC(=S)N(Cc1ccccc1)C(C)C	2.2	9.7	4.8	-57.7	11.3	-36.7	9.1	1.9
Cc1ccc(S(=O)(=O)NCCc2nnc3ccc(SCc4cccnc4)nn23)cc1	-4.3	2.0	-3.6	8.0	-9.5	-2.2	14.3	-6.3
O=C(CN1CCCCC1)Nc1cc(Cl)ccc1Oc1ccccc1	-3.7	21.0	-3.7	27.4	26.0	-13.1	-7.5	6.1
CCCc1nc2oc3c(=O)[nH]cnc3c2c2c1CCCC2	7.4	-0.8	2.5	5.7	14.1	4.7	3.9	-4.0
COc1cccc(NC(=O)c2ccc3nc(C)sc3c2)c1	-0.1	-96.1	72.5*	-4.7	14.1	-47.4	-75.9	7.8
O=C(/C=C/c1cccc(Cl)c1)NNC(=O)c1ccncc1	-5.2	-13.0	-5.4	-3.8	0.1	-16.8	-12.5	2.8
O=S(=O)(c1ccc(OCC(O)CN2CCN(c3ccccc3Cl)CC2)cc1)N1CCOCC1 (stereo not given)	4.5	4.7	-3.3	4.1	16.8	-7.2	-23.9	1.6
O=C(OCn1nnc2ccccc2c1=O)c1ccco1	0.0	1.3	-9.9	9.6	6.5	1.9	-13.1	-8.3
CC(C)C(=O)Nc1cccc(C(=O)Nc2nnc(C(C)(C)C)s2)c1	1.0	6.8	3.7	-2.6	-24.4	-56.5	-25.3	-10.8
CC1CCCN(C(=O)CCNS(=O)(=O)c2ccc3c(c2)oc(=O)n3C)C1 (stereo not given)	9.2	1.2	-4.5	-10.6	7.6	0.1	2.5	-14.4
CC(=O)N(C)C(c1ccc(N(C)C)cc1)c1nnnn1-c1c(C)cccc1C (stereo not given)	4.8	6.1	8.2	4.8	26.0	12.2	3.8	10.8

Quoted at random: 7 records from the list.
SMILES	UBC13 polyUb	Gli-Sufu block	SENP8 block	Apaf1 inhib	CCR6 antag	697 NFkB inh	Jurkat NFkB inh	EBI2 antag
COc1c(C)cc(C(=O)C2CCCN(C(=O)c3ccc4cc[nH]c4c3)C2)cc1C (stereo not given)	10.7	-1.7	4.3	-8.9	8.4	12.0	3.5	-4.8
CC(C)C(=O)Nc1cccc(C(=O)Nc2nnc(C(C)(C)C)s2)c1	1.0	6.8	3.7	-2.6	-24.4	-56.5	-25.3	-10.8
O=C(C[n+]1cccc(CNC(=O)c2ccc(OC(F)F)cc2)c1)Nc1cc(C(F)(F)F)ccc1Cl	7.3	-5.7	-12.8	-1.6	8.2	1.5	2.1	-9.0
O=C(CN1CCCCC1)Nc1cc(Cl)ccc1Oc1ccccc1	-3.7	21.0	-3.7	27.4	26.0	-13.1	-7.5	6.1
Cc1ccc(S(=O)(=O)N2CCOCC2)cc1C(=O)NC(=S)N(Cc1ccccc1)C(C)C	2.2	9.7	4.8	-57.7	11.3	-36.7	9.1	1.9
COc1ccc(CCNC(=O)C2CC(=O)N(C3CCCCCCC3)C2)cc1OC (stereo not given)	16.9	6.7	2.0	-18.0	-1.6	21.6	7.1	-0.7
O=C(OCn1nnc2ccccc2c1=O)c1ccco1	0.0	1.3	-9.9	9.6	6.5	1.9	-13.1	-8.3

Going on with the list.
SMILES	UBC13 polyUb	Gli-Sufu block	SENP8 block	Apaf1 inhib	CCR6 antag	697 NFkB inh	Jurkat NFkB inh	EBI2 antag
CCCCc1ccc(NC(=S)N2CCN(c3ncccn3)CC2)cc1	11.1	-3.0	-1.4	12.6	-18.7	-6.0	-2.5	-8.9
CN1CCN(S(=O)(=O)Cc2ccc(Cl)cc2)CC1	-0.7	1.7	-0.2	-4.7	6.1	11.1	8.4	12.8
CCCCC(c1nnnn1Cc1ccco1)N1CCN(C(=O)c2ccco2)CC1 (stereo not given)	-13.7	2.7	-5.7	1.1	-13.6	10.6	-4.4	-2.8
Clc1ccc(OCc2nc(-c3ccncc3)no2)cc1	0.3	-34.9	1.5	-3.0	-1.3	-74.2	-44.2	-7.8
Cc1cc(C(=O)NCc2cccs2)no1	10.8	-0.8	3.5	-10.7	-4.2	29.6	3.7	-8.3
CCOC(=O)c1ccc(Oc2c(C)oc3c(CN4CCN(C)CC4)c(O)ccc3c2=O)cc1	19.2	-13.6	6.7	-11.6	-9.6	8.0	8.1	-7.0
Fc1ccc(C(c2nnnn2Cc2ccco2)N2CCN(C3CCCCC3)CC2)cc1 (stereo not given)	7.2	7.9	-0.2	5.3	15.2	35.6*	-2.3	8.5
Cc1cccc(-c2nc(CS(=O)CC(=O)NC(C)CCc3ccccc3)c(C)o2)c1 (stereo not given)	4.9	-5.3	-11.8	13.6	17.1	-5.9	-12.8	0.7
Cn1nnnc1NCc1ccc(Cl)c(Cl)c1	-5.1	27.4	1.7	-13.3	8.2	22.0	-9.1	-3.5
COc1cc2[nH]c(=O)n(CCCCCC(=O)NCCCN3CCC(C)CC3)c(=O)c2cc1OC	-1.2	-2.7	-11.5	3.8	12.2	8.8	8.3	0.6
COc1ccc(CCC(=O)NNC(=O)Cn2nc(C)cc2C)cc1	11.4	43.1	-5.1	-8.8	-8.1	20.3	-11.7	-0.2
COc1ccc(C(=O)Nn2c(SCC(=O)NC3CCCCC3)nc3ccccc3c2=O)cc1	31.0	-15.1	9.9	21.4	-5.3	-175.9	-97.4	10.6
COc1cc(C)cc(C(=O)O)c1C1=C(O)c2cccc(O)c2C(=O)C1=O	-49.0	1.8	3.9	4.1	-1.1	13.6	16.8	1.9
CC(C)[C@H](NC(=O)c1ccccc1Cl)C(=O)OCC(=O)NC(=O)NC1CCCC1	1.1	3.7	0.4	16.5	14.7	9.9	5.9	-6.1
CCOc1ccc(NC(=O)CSc2nc(C3CC3)nc3ccccc23)cc1	-3.5	-2.8	0.3	6.7	5.8	21.3	-2.2	3.3
Cn1c(=O)[nH]c(=O)c2c1nc(NC1CCCCC1)n2CCO	-5.2	4.2	2.1	1.5	-4.1	5.3	-5.8	-3.3
CCSc1nnc(N(CCC(=O)O)CCC(=O)O)s1	3.6	-22.1	2.5	-6.7	0.9	17.3	1.3	-4.8
CCc1sc(C(=O)NNC(=O)c2cncc(Br)c2)cc1C	-0.4	0.1	-0.8	6.4	-4.4	10.7	-2.8	-3.1
Nc1ccccc1OCCOCCOc1ccccc1N	-8.7	-7.5	-6.7	3.6	12.7	-4.4	-2.4	8.7
O=C(Nc1cccc(NC(=O)c2cccs2)c1)c1ccco1	-2.3	3.5	-1.8	7.2	-2.1	-24.3	-1.9	6.3
N/C(Cc1ccc(Cl)cc1)=N\OC(=O)Cc1ccc([N+](=O)[O-])cc1	1.6	8.3	0.1	5.1	1.4	5.2	-12.0	7.9
Cc1nn(C)cc1CN(C)C(=O)c1cc(COc2ccc(F)cc2F)on1	-24.1	-4.3	-9.8	-2.6	1.6	-11.1	-9.8	-14.8
CCOC(=O)C1CCN(C(=O)CCCNC(=O)Cn2cnc3sc(C)c(C)c3c2=O)CC1	5.1	-12.5	-1.5	-1.1	0.7	3.3	6.3	-10.3
O=C(NCCS(=O)(=O)N1CCN(c2ccccc2F)CC1)c1ccc2c(c1)OCO2	4.4	-7.1	-8.2	0.5	4.0	8.1	8.3	-7.8
C/C=C/CSc1nc2c(c(=O)[nH]c(=O)n2C)n1Cc1ccc(C)cc1	-1.4	7.4	0.5	10.2	5.7	1.0	13.5	6.2

The listing continues:
SMILES	UBC13 polyUb	Gli-Sufu block	SENP8 block	Apaf1 inhib	CCR6 antag	697 NFkB inh	Jurkat NFkB inh	EBI2 antag
CC(=O)N(/N=C1/C(=O)Nc2ccccc21)c1ccccc1	-17.9	9.3	-0.9	10.4	20.0	-25.6	-43.8	13.8
COc1ccc(CCNS(=O)(=O)c2cn(C)nc2C)cc1OC	3.2	-6.4	4.0	-1.9	15.2	16.1	-9.1	5.6
CC(Sc1nc2ncc(Cl)cc2[nH]1)C(=O)Nc1ccc(C(N)=O)cc1 (stereo not given)	0.4	-0.4	9.7	-4.6	7.5	21.8	10.9	-4.8
Cc1ccc(C2CC(=O)Nc3c2ccc2ccccc32)cc1[N+](=O)[O-] (stereo not given)	6.3	7.3	-0.8	15.4	15.1	0.8	5.4	19.8
COC(=O)c1ccccc1NC(=O)CSc1nc(O)cc(=O)n1C1CCCC1	-21.6	-1.2	-1.5	11.7	9.7	12.4	-4.6	-5.9
CCC(Sc1nc(C)cc(=O)[nH]1)C(=O)Nc1nc2c(s1)CCCC2 (stereo not given)	-12.1	2.5	-9.9	2.7	28.5	-11.0	-4.0	-7.0
O=S(=O)(Nc1cccc2c1ccc1cccn12)c1cccs1	3.1	2.5	0.7	0.0	0.8	-12.9	-5.9	-8.9
CCc1noc(C)c1C(=O)Nc1nc(-c2cc(OC)ccc2OC)cs1	2.8	17.1	-5.5	20.9	10.1	10.3	-6.4	7.4
COc1ccccc1NC(=O)c1cc(C(=O)Nc2ccccc2OC)cc([N+](=O)[O-])c1	-1.5	7.5	1.7	-3.4	-1.6	12.4	3.6	-8.2
COCCn1c(=O)c2c(nc3n2CC(C)CN3Cc2ccccc2)n(C)c1=O (stereo not given)	10.1	7.4	3.7	-6.1	22.1	-0.8	2.3	0.3
O=C(NCc1ccc2c(c1)OCO2)C(=O)NCC1OCCCN1S(=O)(=O)c1ccc(F)cc1 (stereo not given)	-1.3	0.3	-2.5	1.7	4.1	12.9	-5.3	-3.1
O=C(CC1C(=O)NCCN1Cc1ccccc1C(F)(F)F)NC1CCCCCC1 (stereo not given)	-8.3	26.9	0.8	14.2	-0.1	-31.9	-13.9	0.8

High-throughput results as filed in PubChem.
